# Bioassay records deposited in PubChem BioAssay by several laboratories.
# proCasp3 act – activators of human procaspase-3 D3A mutant, primary screen, biochemical, absorbance, PC-3 D3A mutant, single concentration; activation, % at 8.5 µM; actives 0.11% (n = 330,000); recombinant procaspase-3 D3A, Ac-DEVD-pNA absorbance 405 nm;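 active = activation above the mean of all tested compounds plus 3 SD, cut at about 21% in these data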;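 also: 0% = DMSO alone and 100% = DMSO wells spiked with extra 5 µM PC-3 D3A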
# Target sequence (P42574 whole entry D9A/D28A/D175A): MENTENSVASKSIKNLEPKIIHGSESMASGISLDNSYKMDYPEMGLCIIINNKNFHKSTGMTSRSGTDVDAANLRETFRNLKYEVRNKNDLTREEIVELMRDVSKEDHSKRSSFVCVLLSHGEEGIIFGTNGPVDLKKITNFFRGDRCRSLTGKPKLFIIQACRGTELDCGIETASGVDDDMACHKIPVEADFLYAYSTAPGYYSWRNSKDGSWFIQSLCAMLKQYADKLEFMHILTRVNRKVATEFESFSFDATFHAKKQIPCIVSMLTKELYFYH
#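 Evaluation: percent activation relative to control range; Material: Procaspase-3 D3A mutant, all three cleavage aspartates alanine; Compound: single dose, 8.5 µM nominal compound, 0.8% DMSO; Replication: one well per compound; Signal: absorbance at 405 nm, 0 and 120 min; Schedule: 1 h preincubation plus 2 h reaction at 25 °C.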
# JMJD2C inh – inhibitors of GASC-1 histone demethylase, primary screen, biochemical, fluorescence, DELFIA europium; actives 0.069% (n = 330,000); inhibition, % at 2.35 µM; GST-JMJD2C(1-420) H3K9me3 demethylation; AID 2099, 2009; Lysine-specific demethylase 4C (Homo sapiens), Q9H3R0;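 active = more than half of a compound's replicate wells show inhibition beyond 50%, single wells judged on their own value; inconclusive = some, but no more than half, of replicates pass 50% inhibition; inactive = no replicate passes 50% inhibition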;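 also: signal counts dimethyl H3K9 product captured on neutravidin plate; 0% = median of DMSO wells and 100% = 0.3 times that DMSO median; strong numbers were not always called active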
# MEP2 TOR yeast – modulators of MEP2-GFP levels in yeast, primary screen, S. cerevisiae, multiplex flow cytometry, MLPCN library | actives 0.51% (n = 330,000) | S. cerevisiae MEP2-GFP strain, 3 h; 100% = DMSO control level | AID 2016, 2009 | GFP response vs DMSO, % at 10 µM;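 active = GFP response versus DMSO above a set limit, roughly screen mean plus 3 SD, cut at about 180% in these data; inconclusive = fewer than 70 cells counted for a yeast strain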;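 also: median GFP fluorescence of the barcode-gated MEP2-GFP cells per well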
# RPL19A TOR yeast – RPL19A-GFP expression modulators in yeast, primary screen, cell-based, S. cerevisiae, multiplex flow cytometry, MLPCN | actives 0.3% (n = 330,000) | percent response vs DMSO, % at 10 µM | S. cerevisiae RPL19A-GFP strain, 3 h; active compounds read low;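 active = percent response vs DMSO below 50%; inconclusive = fewer than 70 events counted for the yeast strain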;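 also: median channel GFP fluorescence of the barcoded RPL19A-GFP strain; ratio of sample median GFP to plate DMSO average so 100% = DMSO; lower means less RPL19A-GFP as with rapamycin TOR inhibition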
# LAP4 TOR yeast – modulators of LAP4-GFP expression in yeast, primary screen, S. cerevisiae, multiplex flow cytometry, MLPCN library. 3 h; median GFP as percent of DMSO wells. GFP response vs DMSO, % at 10 µM. actives 0.34% (n = 320,000);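 active = GFP response vs DMSO above a set limit, about the screen mean plus 3 SD, cut at about 150% in these data; inconclusive = under 70 cell events counted for the yeast strain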
# AHR activator – AHR activators, primary screen, cell-based, luminescence, luciferase reporter, human | Aryl hydrocarbon receptor (Homo sapiens), P35869 | AHR-responsive luciferase reporter cells | activation, % at 5 µM | actives 2.5% (n = 320,000) | AID 2796, 2010; in the data active = activation above about 47%;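 also: 0% = vehicle wells and 100% = reference agonist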
# Target sequence (P35869 whole entry, looked up): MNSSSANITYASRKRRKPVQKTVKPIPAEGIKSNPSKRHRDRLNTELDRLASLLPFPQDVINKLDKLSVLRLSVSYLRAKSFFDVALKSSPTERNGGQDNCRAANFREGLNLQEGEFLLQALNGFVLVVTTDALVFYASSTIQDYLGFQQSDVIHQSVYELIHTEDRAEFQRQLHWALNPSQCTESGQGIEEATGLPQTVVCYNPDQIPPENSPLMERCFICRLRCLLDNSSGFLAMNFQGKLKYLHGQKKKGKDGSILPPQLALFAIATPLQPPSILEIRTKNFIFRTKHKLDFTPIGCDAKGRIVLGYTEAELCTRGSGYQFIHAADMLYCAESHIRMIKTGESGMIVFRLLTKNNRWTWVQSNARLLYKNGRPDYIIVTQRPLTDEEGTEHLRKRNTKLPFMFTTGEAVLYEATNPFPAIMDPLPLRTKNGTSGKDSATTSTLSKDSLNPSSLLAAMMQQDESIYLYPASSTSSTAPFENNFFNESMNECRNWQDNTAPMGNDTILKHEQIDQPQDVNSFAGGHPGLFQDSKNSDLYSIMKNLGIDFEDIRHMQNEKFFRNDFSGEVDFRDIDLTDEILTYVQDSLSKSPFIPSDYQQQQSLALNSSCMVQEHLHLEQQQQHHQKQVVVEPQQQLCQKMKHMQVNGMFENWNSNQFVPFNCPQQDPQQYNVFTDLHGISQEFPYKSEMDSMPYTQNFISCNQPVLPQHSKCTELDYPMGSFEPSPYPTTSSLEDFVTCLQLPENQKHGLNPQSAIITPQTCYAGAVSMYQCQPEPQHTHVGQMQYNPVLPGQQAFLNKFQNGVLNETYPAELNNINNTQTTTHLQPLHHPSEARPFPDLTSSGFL
# procasp7 counter – procaspase-7 activators, primary screen, counter-screen for procaspase-3 activator project, biochemical, absorbance, HTS, human | Caspase-7 (Homo sapiens), P55210 | recombinant procaspase-7, Ac-DEVD-pNA absorbance 405 nm; D23A/D198A/D206A triple mutant, cannot self-cleave; scale: DMSO 0, 5 µM enzyme 100 | activation, % at 8.5 µM | actives 0.093% (n = 330,000) | AID 463210, 2010;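 active = percent activation above the screen-wide mean plus 3 SD, cut at about 25% in these data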
#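 Assay system: Uncleavable procaspase-7 mutant enzyme / Input: 2 µM procaspase-7 mutant as dispensed / Dosing: single nominal 8.5 µM compound dose, 0.8% DMSO final / Timing: 1 h enzyme–compound preincubation and 2 h substrate reaction, both 25 °C / Detection: p-Nitroaniline absorbance at 405 nm, read at 0 and 120 min / Replication: singlicate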
# Yeast superoxide – reduction of superoxide in aged yeast, primary screen, HTS | actives 0.18% (n = 330,000) | superoxide response (% of plate mean), % at 10 µM | S. cerevisiae aged cells, superoxide DHE fluorescence; active compounds read low;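 active = superoxide response under a set limit, about three screen SD below normal, cut at about 65% in these data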;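 also: yeast aged for seven days with compound at 30 °C before DHE staining; 100% = average MFI of all compound-treated wells on the plate with controls excluded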
# Starred values were filed as active, the others as inactive; ? = inconclusive; / = not tested or not shown; & = joins results of further samples. The order is random (roughly 3.8% active in at least one column).
SMILES,proCasp3 act,JMJD2C inh,MEP2 TOR yeast,RPL19A TOR yeast,LAP4 TOR yeast,AHR activator,procasp7 counter,Yeast superoxide
O=C(Cn1nc(C(=O)O)c2ccccc2c1=O)Nc1cc(S(=O)(=O)N2CCOCC2)ccc1Cl,1,-6,92,101,83,-1,7,90
O=C(COc1ccc2c3c(c(=O)oc2c1)CCCC3)NCCCN1CCCC1=O,7,2,98,97,90,-6,0,108
C/C(=N\Nc1nc(C)cc(-c2ccccc2)n1)c1ccc(F)cc1,10,9,106,100,98,37,-4,101
Cc1cc(Cl)ccc1C(=O)C1CCCN(C(=O)c2n[nH]c3c2CCCC3)C1 (centres undefined),7,-12,100,99,98,11,-7,95
CCOC(=O)C1=C(C)NC(=S)NC1c1ccc(OCC(=O)N2CCCCCC2)cc1 (centres undefined),-4,0,105,101,102,1,-12,109
Cc1ccc(NC(=O)c2ccc3c(=O)n4c(nc3c2)CCCCC4)nc1,-2,-34,94,93,104,1,0,108
C=CCc1c(C)[nH]c(=S)c(C#N)c1C,-25,5,94,93,81,4,-29,95
COc1cccc(C(=O)COc2ccc3c(C)c(Cc4ccccc4)c(=O)oc3c2C)c1,7,-22,107,110,97,0,11,98
O=C(Cc1ccc(S(=O)(=O)N2CCCC2)s1)Nc1nc2c(s1)CCCC2,-6,23&3,102,98,100,5,-11,98
COc1ccc(C2=Nn3c(nnc3-c3ccco3)SC2)cc1,-1,4,104,99,87,4,6,107
COc1ccc(CCc2nnc(NS(C)(=O)=O)s2)cc1,/,51,98,101,98,/,/,96
CSC1=NCCN1C(=O)COc1ccccc1,-1,4,113,99,103,0,9,99
O=C(NCc1cccs1)C1CCC(=O)N(Cc2cccc(C(F)(F)F)c2)C1 (centres undefined),42*,5,110,94,80,0,-6,97
COc1ccccc1NC(=O)CSc1nnc(-c2ccccn2)o1,-7,-39,95,93,82,4,6,105
Cc1nc2ccccc2c(=O)n1CCCn1ccnc1,11,-7,86,95,95,44,3,97
CC(=O)NC12CC3CC(C1)CC(C(=O)N(C)CC(=O)Nc1cccc(F)c1)(C3)C2,11,-2,89,89,92,1,5,109
CC1(C)Cc2c(sc3c2c(=N)n(Cc2ccco2)c(=O)n3CC(=O)Nc2ccc(Cl)cc2)CO1,5,7,93,90,95,4,-4,113
CCN(CC)C(=O)CSc1nc2ccccc2c(=O)n1OC,4,5,112,101,105,17,8,104
CC1(C)CC(=O)C2=C(C1)N(c1ncn[nH]1)C(N)=C(C#N)C2c1ccccc1 (centres undefined),1,1,107,105,101,2,-2,96
Cc1ccc(C)c(NC(=S)N2CCCCC2CO)c1 (centres undefined),4,-16,91,95,99,0,7,94
CCN(Cc1ccccc1)C(=O)CSc1nc(C)cc2c1C(=O)OC2,3,0,101,96,101,0,3,122
O=C(CC1Nc2ccccc2NC1=O)Nc1ccccc1 (centres undefined),1,2,109,107,99,101*,-13,101
CC(C)c1ccc(N=Cc2c(O)c3ccccc3oc2=O)cc1,22*,0,112,104,96,0,30*,95
Cc1cc(C(=O)OCC(=O)Nc2ccccc2C(F)(F)F)on1,-2,6,110,98,93,-2,4,96
CC(=O)Nc1nonc1NC(=O)CSc1ccccn1,-69,1,100,99,102,0,1,92
Cc1ccc(S(=O)(=O)N2CCC[C@H]2C(=O)Nc2ccccc2Cl)cc1,2,1,89,83,118,1,4,107
CCCCn1c(N)c(N(CC(C)C)C(=O)c2cccc(S(=O)(=O)N3CCCCCC3)c2)c(=O)[nH]c1=O,9,-12,108,99,99,-2,-6,110
O=C(Nc1ccc2c(c1)OCO2)c1ccc(S(=O)(=O)NCC2CCCO2)cc1 (centres undefined),8,7,101,104,111,84*,-9,93
CC1=Nc2cc(C(=O)N3CCCC3)ccc2Sc2c(C)ccc(C)c21,1,-4,90,98,108,3,-5,84
Nc1c(NCc2ccccc2)c(=O)c1=O,-8,10,95,95,111,0,6,63*
COc1ccc(CNC(=O)C2CCN(C(=O)N(C)C)CC2)c(OC)c1,-2,4,99,98,97,0,10,107
C=C(C)CSc1nnc([C@@H]2CCCN2C(=O)OC(C)(C)C)o1,0,1,96,95,95,-2,1,111
COc1ccc(C)c2sc(N(CCN(C)C)C(=O)c3ccc4ccccc4c3)nc12,5,0,88,92,91,8,10,96
NC(=S)N/N=C/c1ccc2c(c1)OCCO2,13,15,107,108,104,13,6,105
CCOC(=O)C1CCN(S(=O)(=O)c2ccc(CN3C(=O)c4cccnc4C3=O)cc2)CC1,-10,-7,103,102,93,4,-11,106
COc1ccc(NC(=O)C2CCCN2c2ccc(OC)c(OC)c2)cc1OC (centres undefined),-28,10,105,97,96,3,-34,102
COc1cc(NC(=O)c2ccc3c(SCC(=O)O)c4c(nc3c2)CCC4)cc(OC)c1OC,-2,-8,106,99,90,1,3,92
CCc1c(C)sc(NC(=S)N2CC(C)OC(C)C2)c1C(=O)OC (centres undefined),-2,-2,89,96,102,31,-8,106
CC(NC(=O)Cc1ccccc1)c1ccc(F)cc1 (centres undefined),-4,-8,96,95,95,0,-4,97
Cc1cccc(OCC(=O)Nc2ccc(N3CCN(S(C)(=O)=O)CC3)cc2)c1C,-3,6,98,96,97,-1,1,99
Cc1ccccc1-n1c(=O)cc(N2CCN(C(=O)c3ccco3)CC2)[nH]c1=O,-7,-4,106,107,111,1,-15,81
COc1ccc(/C=C2\C(=O)ON=C2c2ccccc2)cc1,5,?,74,90,168*,0,9,74
COc1ccc(Cc2nnc(NC(=O)C3CCN(C(=O)c4ccco4)CC3)s2)cc1,3,4,92,92,101,0,-4,98
CCN(CC)S(=O)(=O)c1ccc(/C=C/C(=O)Nc2ccc(Br)cc2F)cc1,5,13,97,106,88,-4,8,108
CCCCNC(=S)Nc1ccc(Cl)cc1,7,5,?,?,?,-1,0,91
O=C(c1cc2nc(-c3ccccc3)cc(-c3ccccc3)n2n1)N1CCN(C(=O)c2ccco2)CC1,9,3,105,99,102,22,1,129
O=C(CCn1c(=S)[nH]c2ccccc2c1=O)NCCCN1CCOCC1,-8,11,104,110,111,2,1,105
Cc1cccc(C(=O)NCC(=O)NCC(c2ccco2)N2CCCCC2)c1 (centres undefined),5,15,100,96,109,16,-1,84
C=C1CCN([C@@H](C)C(=O)NCc2ccc(Cl)cc2)S(=O)(=O)c2ccccc21,-2,2,101,101,105,6,-5,104
CCOC(=O)c1cnc2c(-c3ccccc3OC)c(C)nn2c1C,-5,-1,110,107,107,-1,4,102
Cc1nonc1OCCN1CCN(c2ccccc2[N+](=O)[O-])CC1,14,8,112,113,98,-2,-3,94
CSCCC(=O)N(C)CC1CCN(CCc2cccc(C(F)(F)F)c2)CC1,5,-14,106,104,99,-3,4,81
O=S(=O)(Nc1ccc(Cl)cc1)c1cccc2nsnc12,3,-3,94,104,100,0,0,116
COc1ccc(C(=O)N2CCSCC2)cc1OC1CCN(C(C)=O)CC1,0,13,93,98,97,0,-5,100
O=C(Cn1c(NCCO)nc2ccccc21)N1CCN(Cc2ccccc2)CC1,-4,-3,102,103,108,-2,14,104
c1ccc(Nc2nc(N3CCCCC3)nc(N3CCCCC3)n2)cc1,-2,-6,98,102,104,2,-12,102
O=C(NNc1c2ccccc2nc2ccccc12)c1ccc(O)cc1O,-15,7,94,92,94,4,-16,97
COc1ccc(CCNC(=O)C2CCCN2C(=O)Nc2ccc(Cl)cc2)cc1OC (centres undefined),11,11,95,96,85,0,20,93
Cc1ccnc(NC(=O)CCCOc2cc(=O)n(C)c3ccccc23)c1,-2,-3,96,101,93,22,-2,106
CCC(=O)Nc1cc2[nH]c(=O)cc(C)c2cc1C,-4,-11,93,98,98,15,-4,95

# 4 entries from above, arranged by length of the SMILES, low to high.
SMILES,proCasp3 act,JMJD2C inh,MEP2 TOR yeast,RPL19A TOR yeast,LAP4 TOR yeast,AHR activator,procasp7 counter,Yeast superoxide
CCOC(=O)c1cnc2c(-c3ccccc3OC)c(C)nn2c1C,-5,-1,110,107,107,-1,4,102
CSCCC(=O)N(C)CC1CCN(CCc2cccc(C(F)(F)F)c2)CC1,5,-14,106,104,99,-3,4,81
COc1ccc(CCNC(=O)C2CCCN2C(=O)Nc2ccc(Cl)cc2)cc1OC (centres undefined),11,11,95,96,85,0,20,93
C=C1CCN([C@@H](C)C(=O)NCc2ccc(Cl)cc2)S(=O)(=O)c2ccccc21,-2,2,101,101,105,6,-5,104

# Continued.
SMILES,proCasp3 act,JMJD2C inh,MEP2 TOR yeast,RPL19A TOR yeast,LAP4 TOR yeast,AHR activator,procasp7 counter,Yeast superoxide
COc1cc(C(=O)Oc2cccnc2)cc(OC)c1OC,7,-2,108,106,92,8,14,99
O=C(NCC1CCCO1)c1ccc(NC(=O)C2CC=CCC2C(=O)O)cc1 (centres undefined),-3,-9,110,104,106,6,-4,102
CC(=O)N(C(C)=O)n1c(C)nc2sc3c(c2c1=O)CCCC3,3,9,94,99,94,-1,10,96
COc1ccc(NC(=O)C(=O)NCCO)cc1Cl,3,-5,100,100,92,59*,10,89
CCOC(=O)C1CCN(C(=O)C2CCC(=O)N(CC3CCCCC3)C2)CC1 (centres undefined),6,-13,99,102,89,-3,3,100
Cc1ccnc(NS(=O)(=O)c2ccc(NS(C)(=O)=O)cc2)n1,-6,2,108,110,102,0,7,99
Cc1ccc2[nH]c(=O)c(CN(CCCN(C)C)C(=O)Nc3cccc(Cl)c3)cc2c1,-4,-5,104,101,102,0,3,94
Cc1cc(Nc2cc(C(=O)O)ccc2C)n2ncnc2n1,2,0,83,89,85,0,2,90
NS(=O)(=O)c1ccc(NC(=O)COC(=O)c2ncc(Cl)c(Cl)c2Cl)cc1,0,23,102,102,91,0,-6,95
CC(=O)N1CCc2cc(S(=O)(=O)NCCC(=O)Nc3cc(C)cc(C)c3)ccc21,-3,8,109,94,99,1,0,114
COc1ccc(Nc2nnc(C)c3ccccc23)cc1,8,6,102,97,85,102*,4,99
CN(Cc1ccccc1)c1nc2c(c(=O)n(C)c(=O)n2C)n1CCCc1ccccc1,1,-47,99,95,94,1,3,107
O=C(CN1C(=O)NC(Cc2ccccc2)C1=O)Nc1ccccc1OC(F)F (centres undefined),9,6,94,96,107,1,1,85
CC1=C(C(=O)OCc2ccccc2)C(c2ccccc2)NC(=O)N1CCCC(=O)O (centres undefined),2,-255,102,107,138,-6,1,97
O=C(NCCN1CCOCC1)c1ccc(N2CCCC2)c([N+](=O)[O-])c1,-6,12,108,106,97,2,4,109
CN(C(=S)Nc1ccc(Oc2ccccc2)cc1)C1CCCCC1,-3,8,95,94,114,2,-17,90
O=[N+]([O-])c1cccc(CNc2ccc3c(c2)CCC3)c1,-4,-1,100,96,102,9,4,95
Cn1c(=O)[nH]c(=O)c2c1ncn2CCCc1ccccc1,-4,-16,92,97,91,2,2,154
